From PubChem BioAssay
tuberculosis growth: growth inhibition of non-replicating M. tuberculosis (AID 488890); Mycobacterium tuberculosis non-replicating, growth inhibition; higher % means a stronger effect; inhibition, % at 25 µM, or IC50 in µM where a hit was titrated; 0.39% of 320,000 active; in the data active = a potency from the dose series; inconclusive = inhibition mostly from about 82% at the one dose, without a potency; inactive = the rest, 99 in 100 with inhibition below about 76%;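 also: plate controls were DMSO cells for no effect and high antibiotic wells for full effect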
influenza NS1A: H1N1 influenza NS1A inhibitors, functional cell based assay (AID 504329) | 0.3% of 340,000 active | one-dose inhibition, % at 12.5 µM; IC50 in µM for titrated hits | NS1A functional cell-based assay, percent inhibition; higher % means a stronger effect; in the data active = a potency from the dose series; inconclusive = inhibition above about 27% without an active follow-up result; also: strong numbers were not always called active
VEEV TC-83 Vero: inhibitors of VEEV TC-83 cytopathic effect, confirmation, Vero cells (AID 588727); 0.13% of 350,000 active; Vero cells, VEEV TC-83 cytopathic effect inhibition; higher % means a stronger effect; inhibition, % at 20 µM; hits with a dose series show IC50 in µM; in the data active = a potency from the dose series; inconclusive = inhibition mostly from about 14% at the one dose, without a potency; inactive = the rest, 99 in 100 with inhibition below about 12%; also: strong numbers were not always called active
Salmonella PhoP GFP: Inhibition of PhoP regulon, Salmonella typhi GFP reporter cells, confirmation, 4 h (AID 1850). Salmonella Typhi PhoP-promoter GFP reporter, fluorescence, 4 h; higher % means a stronger effect. inhibition, % at 50 µM; hits with a dose series show IC50 in µM. 0.33% of 310,000 active; in the data active = a potency from the dose series; inconclusive = inhibition mostly from about 25% at the one dose, without a potency; inactive = the rest, 99 in 100 with inhibition below about 19%;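 also: 0% = induced wells with vehicle and 100% = uninduced wells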
M. tuberculosis HTS: M. tuberculosis growth inhibition, HTS (AID 449762). M. tuberculosis H37Rv growth inhibition, 7H9 media; higher % means a stronger effect. inhibition, % at 25 µM; hits with a dose series show IC50 in µM. 0.59% of 330,000 active; in the data active = a potency from the dose series; inconclusive = inhibition above about 70% without an active follow-up result;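 also: bacterial growth assessed after seven days of incubation; strong numbers were not always called active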
VEEV TC-83 Vero 10K pilot screen: also measured in VEEV TC-83 Vero; calls as there; inhibition, %; measured here: 10K pilot screen inhibition
* = called active by the depositor; i = inactive; ? = inconclusive; . = no result given.

SMILES | tuberculosis growth | influenza NS1A | VEEV TC-83 Vero | Salmonella PhoP GFP | M. tuberculosis HTS | others
O=C(Cn1cc([N+](=O)[O-])cn1)Nc1ccn(Cc2c(F)c(F)c(F)c(F)c2F)n1 | 4% | -5% | i | -7% | -4%
Cn1cc(CCNC(=O)c2ccc3nc(Cc4ccccc4F)oc3c2)cn1 | 26% | -6% | 2.3% | 1% | 2%
COc1ccc(C(=O)CSc2cc(C)nc(SCC(=O)c3ccc(C)cc3)n2)cc1 | 0% | -17% | 0.3% | 9% | 1%
Cc1ccc(CNC(=O)CCS(=O)(=O)c2ccc(Br)cc2)cc1 | . | 2% | 0.5% | . | .
COc1cc(C2(c3ccc(O)c(OC)c3)C(=O)Nc3c(C)cc(Br)cc32)ccc1O | 0% | 1% | i | 6% | 1%
COc1ccc(C(C(=O)OC(C)CN(C)C)c2ccccc2)cc1 (configuration not stated) | 3% | -3% | 1.2% | -14% | 1%
O=C(c1cccnc1)N(Cc1ccccc1)C1(C(=O)Nc2ccccc2)CCCCC1 | -5% | 0% | 7.2% | -9% | -7%
Cc1ccccc1CN1CCN(Cc2cc(=O)c3ccccc3[nH]2)CC1CCO (configuration not stated) | 12% | 1% | 0.6% | 0% | 0%
O=C(O)c1ccc(N2CCN(Cc3ccc4c(c3)OCO4)CC2)c([N+](=O)[O-])c1 | -7% | -11% | i | -8% | -5%
COc1ccccc1-n1c(SCC(=O)NCC2CCCO2)nc2c([nH]c3ccccc32)c1=O (configuration not stated) | 7% | -4% | 8.6% | -7% | -1%
CCOC(=O)N1CCC(NC(=O)CC2C(=O)NCCN2Cc2ccccc2F)CC1 (configuration not stated) | -15% | -9% | 0.6% | 4% | 3%
Cc1ccnc(N/C=C(/NC(=O)c2ccccc2)C(=O)NN)n1 | -2% | -5% | 0.9% | 3% | 2%
C=CCc1cccc(CNc2nc3ccccc3n2CC)c1O | -9% | 10% | 1.8% | 1% | 9%
Cc1cc(=O)[nH]c(SCc2csc(-c3ccccc3)n2)n1 | 40% | -8% | 3.5% | -20% | -3%
Cc1c2cnn(CC(=O)Nc3c(F)c(F)cc(F)c3F)c(=O)c2c(C)n1Cc1ccc(F)cc1 | 1% | . | . | -7% | -2%
CC(=O)c1cc(C)ccc1OC(=O)CN1C(=O)c2ccccc2C1=O | -10% | -2% | i | 6% | 0%
CCS(=O)(=O)N1CCC(C(=O)NC2CCCCC2)CC1 | -11% | 4% | i | 4% | 33%
CC(C)c1ccccc1OCC(=O)NC1CCCc2ccccc21 (configuration not stated) | 46% | 11% | 0.4% | -6% | 9% | VEEV TC-83 Vero 10K pilot screen=3.1
CCN1C[C@]2(OC(=O)c3ccccc3NC(C)=O)CCC(OC)C34C5C[C@H]6C(OC)[C@]5(O)[C@](O)(C[C@@H]6OC)C(C[C@@H]32)[C@H]14 (some centres not stated) | -12% | -5% | i | 1% | -4%
CCCCNC(=O)c1ccccc1NS(=O)(=O)c1ccc2c(c1)OCCO2 | 5% | -3% | i | -3% | -7%

As a working copy, three of the compounds above:
SMILES | tuberculosis growth | influenza NS1A | VEEV TC-83 Vero | Salmonella PhoP GFP | M. tuberculosis HTS | others
O=C(Cn1cc([N+](=O)[O-])cn1)Nc1ccn(Cc2c(F)c(F)c(F)c(F)c2F)n1 | 4% | -5% | i | -7% | -4%
Cn1cc(CCNC(=O)c2ccc3nc(Cc4ccccc4F)oc3c2)cn1 | 26% | -6% | 2.3% | 1% | 2%
COc1ccc(C(=O)CSc2cc(C)nc(SCC(=O)c3ccc(C)cc3)n2)cc1 | 0% | -17% | 0.3% | 9% | 1%

The main list resumes; the 3 compounds before the break are reprinted first.
SMILES | tuberculosis growth | influenza NS1A | VEEV TC-83 Vero | Salmonella PhoP GFP | M. tuberculosis HTS | others
CC(C)c1ccccc1OCC(=O)NC1CCCc2ccccc21 (configuration not stated) | 46% | 11% | 0.4% | -6% | 9% | VEEV TC-83 Vero 10K pilot screen=3.1
CCN1C[C@]2(OC(=O)c3ccccc3NC(C)=O)CCC(OC)C34C5C[C@H]6C(OC)[C@]5(O)[C@](O)(C[C@@H]6OC)C(C[C@@H]32)[C@H]14 (some centres not stated) | -12% | -5% | i | 1% | -4%
CCCCNC(=O)c1ccccc1NS(=O)(=O)c1ccc2c(c1)OCCO2 | 5% | -3% | i | -3% | -7%
CN(C)CCCN(C(=O)c1ccc(S(=O)(=O)N2CCCC2)cc1)c1nc2c(F)cc(F)cc2s1 | -16% | 4% | 1.0% | 4% | 10%
Cc1ccc(Sc2nc3ccc(C)cn3c(=O)c2/C=N/O)cc1 | ? | 5% | 1.1% | 6% | 31%
O=C(COC(=O)Cn1cnc2ccccc2c1=O)Nc1ccccc1Sc1ccc(Cl)cc1 | -5% | 2% | 0.1% | 2% | 5% | VEEV TC-83 Vero 10K pilot screen=0.8
Cc1ccc2c(c1)n([O-])c1c([n+]2=O)CCCC1 | -21% | 1% | 1.0% | 0% | -8%
COc1cc2c(C(=O)Nc3ccccc3F)cn(C)c(=O)c2cc1OC | -8% | 19% | i | -12% | 2%
CCNCC(=O)Nc1c(C)cccc1C | 4% | 5% | 0.9% | -14% | 6%
COCCOc1cc(-n2cccc2)c(Cl)cc1Cl | -17% | -4% | 1.4% | -3% | 0%
O=C1CS/C(=N/N=C/c2ccncc2)N1 | -2% | . | i | -2% | 0%
CC(NC(=O)c1ccc(S(=O)(=O)Nc2ccccc2Cl)cc1)c1ccncc1 (configuration not stated) | -14% | 0% | 2.4% | . | -3%
O=C1NC2(CCCC2)N=C1c1ccc(Cl)cc1 | -5% | 0% | i | -1% | -2% | VEEV TC-83 Vero 10K pilot screen=0.8
CC(C)N1CCN(Cc2ccc(Sc3nncn3C)o2)CC1CCO (configuration not stated) | -16% | -3% | 0.2% | -1% | 9%
COc1ccc(CNC(=O)C2CCN(S(=O)(=O)c3cccnc3)CC2)cc1 | 8% | -1% | i | -29% | 12%
O=C(COc1ccc2ccccc2c1Br)NNC(=O)Nc1ccccc1 | -4% | -1% | 2.4% | -5% | 5%
NS(=O)(=O)c1ccc(CCNC(=O)CCCn2ncn3c(cc4occc43)c2=O)cc1 | -11% | 4% | 1.9% | -5% | 1%
NC(=O)c1ccc(Cc2ncc(C(F)(F)F)cc2Cl)s1 | -5% | 0% | 0.9% | 1% | -2%
Cc1ccc(C2CC(=O)Nc3cc4c(cc32)OCO4)o1 (configuration not stated) | 4% | 5% | 1.9% | 2% | 2%
O=c1oc2ccccc2cc1-c1nc2ccccc2o1 | ? | -12% | 2.6% | -6% | 53%
Cc1sc2ncnc(N(C)Cc3ccco3)c2c1C | -4% | 6% | 2.3% | 7% | -1%
C=CCNc1nc(C(=O)OCC(=O)N(Cc2ccccc2)C(C)C)cs1 | 45% | 0% | 0.4% | . | -2%
COC(=O)c1ccc(NC(=O)Cn2nc(SC)n(N)c2=S)cc1 | 2% | 3% | 1.1% | 3% | -4%
O=C(O)c1ccccc1/C=N/n1c(C2CCCCC2)n[nH]c1=S | -8% | -10% | 0.6% | 13% | -2%
CCCc1cc(=O)[nH]c(SCC(=O)NC(=O)OCC)n1 | 21% | -2% | 0.5% | -20% | 3%
CC1(c2ccccc2)NC(=O)N(CC(=O)N2CCN(S(=O)(=O)c3cccs3)CC2)C1=O (configuration not stated) | 7% | -2% | 7.5% | -2% | 5%
S=C(NCc1ccco1)Nc1ccc(Oc2ccccc2)cc1 | ? | 1% | i | 2% | 19%
CCC1CCCCN1C(=O)CCNS(=O)(=O)c1ccc2c(c1)oc(=O)n2C (configuration not stated) | 0% | 11% | 0.3% | -17% | 6%
Cc1cc(C)n(-c2ccc(C(=O)Nc3cccnc3Cl)cc2)n1 | -15% | -2% | 0.8% | -2% | 5%
COc1ccc(C(=O)N2CCCCCC2)cc1OC1CCN(C(C)=O)CC1 | -2% | -7% | 2.9% | -11% | 6%
COc1cc2c(C(=O)NCc3ccc(C)o3)cn(CC(C)C)c(=O)c2cc1OC | -1% | 2% | i | 0% | -1%
Cn1c(=O)c2c(nc(Br)n2Cc2nnc(N)s2)n(C)c1=O | 3% | 0% | 0.1% | -9% | -3%
O=C(CSc1ccc2ccccc2n1)N1CCC(c2noc3ccc(F)cc23)CC1 | 29% | -7% | i | -10% | 22%
COc1ccc(C2SCC(=O)N2CCc2ccc(OC)c(OC)c2)cc1 (configuration not stated) | 25% | 7% | i | -4% | 7%
CCc1c(C)nc2ncnn2c1NCc1cccs1 | 6% | -8% | i | 0% | -1%
Cn1c(-c2csc(-c3cccc(C(F)(F)F)c3)n2)n[nH]c1=S | 9% | -4% | 1.1% | -22% | 15%
CCn1c2ccccc2c2cc(NC(=O)c3cc(OC)cc(OC)c3)ccc21 | -2% | 4% | 11% | -6% | 9%
CC1=CC(c2ccccc2)n2nc(N3C(=O)c4ccccc4C3=O)nc2N1 (configuration not stated) | -5% | -10% | 1.4% | 5% | 1%
Cc1c(NS(=O)(=O)c2cc(Br)cc3c2N(C(=O)C2CC2)CC3)c(=O)n(-c2ccccc2)n1C | -1% | -14% | 1.8% | 6% | 0%
O=C(Nc1ccccc1C(=O)Nc1ccccc1C(=O)NCc1ccco1)c1ccco1 | 20% | -6% | 6.4% | -6% | -5%
Cc1cc(NC(=O)c2cc(-c3cccnc3)nc3c(C)c(C)ccc23)no1 | -3% | -5% | 9.1% | -4% | 3%
COc1cc(/C=C2\SC(=O)N(c3ccc(Cl)cc3)C2=O)cc([N+](=O)[O-])c1O | . | -6% | 0.9% | . | . | VEEV TC-83 Vero 10K pilot screen=0.4
CC1(C)C(C=C(Cl)Cl)C1C(=O)N(Cc1cccc(Cl)c1)C1CCS(=O)(=O)C1 (configuration not stated) | 28% | 7% | 1.2% | -2% | 3%
Cc1cccc(NC(=S)NC(C)(C)CC(C)(C)C)c1 | 45% | -2% | 1.8% | -4% | 2%
COc1cccc(NC(=O)N2CCCC2C(=O)Nc2ccc3c(c2)OCO3)c1 (configuration not stated) | 9% | 1% | 0.9% | 1% | 10%
Cc1cccc(N2CCN(C(=O)Cn3ccc4ccccc4c3=O)CC2)c1C | 21% | 8% | 3.4% | 8% | -2% | VEEV TC-83 Vero 10K pilot screen=1.9
Cc1cc(Br)ccc1NC(=O)CSc1nnc(CN2CCOCC2)n1C | 1% | -3% | 0.8% | 3% | -4%
CCc1nnc(NC(=O)CSc2nc(-c3ccccc3)nc3ccccc23)s1 | 2% | -4% | 2.2% | -10% | 12%
O=C(CSc1nnnn1-c1cccc2c1CCCC2)NC1CCCC1 | 10% | -54% | 7.1% | 9% | 5%
Cc1ccc(C)c(NC(=O)COC(=O)c2nc(Cl)ccc2Cl)c1 | 19% | 4% | 2.2% | . | -4%
CCC(C)n1c(SC(C)C#N)nc2ccccc2c1=O (configuration not stated) | -2% | 0% | 0.1% | -11% | -8%
CC1Cc2nc(SCC(=O)NCC3CCCO3)n(-c3ccc(F)cc3)c(=O)c2S1 (configuration not stated) | -10% | 23% | 0.4% | -5% | 3%
CCCOc1ccccc1C(=O)NC(CO)C(=O)O (configuration not stated) | -6% | 3% | 2.3% | -9% | -17%
CCOC(=O)Cc1csc(N/N=C/c2ccccc2)n1 | 34% | 11% | 0.0% | 0% | 12% | VEEV TC-83 Vero 10K pilot screen=5.9
COc1c(Cl)cc(Cl)cc1C(=O)Nc1ccc(CN2CCCCC2)cc1 | 6% | -1% | 30% | 7% | -4%
CCCn1c(-c2ccccc2)nc2c(=O)n(C)c(=O)[nH]c21 | 5% | 2% | 0.7% | 4% | -8%
Cc1cc(C)nc(SCc2ccc(C(=O)N/N=C3\CC(C)CC(C)(C)C3)cc2)n1 (configuration not stated) | 10% | 0% | 0.8% | 5% | -3% | VEEV TC-83 Vero 10K pilot screen=2.7
COc1cc(C2CC(=O)Oc3cc(C)c(Cl)c(C)c32)cc(OC)c1OC (configuration not stated) | . | -6% | 2.1% | . | .
Cc1[nH]nc2c1C1(CCN(Cc3ccccc3)CC1)C(C#N)=C(N)O2 | 4% | 22% | i | -5% | 9%
COc1ccc(/C=C/C(=O)N2CCN(c3ccccn3)CC2)c(OC)c1OC | -6% | -24% | 0.8% | 3% | 5%
Cc1ccc(-n2nc(C(=O)c3ccccc3)n3c(=O)c(Cc4ccccc4)nnc23)cc1 | -1% | 8% | i | 8% | 3%
COc1ccc(S(=O)(=O)Nc2ccc(-n3cccc3)cc2)cc1 | 73% | 12% | 1.1% | 12% | ?
CCOCCCN1CN(Cc2ccco2)CNC1=S | -17% | -6% | i | 0% | 4%
COc1cccc(-c2ncc3ccccc3c2COC(=O)c2cccc(Br)c2)c1 | 12% | 1% | 0.1% | . | 2%
COC(=O)C(C)Sc1nc2c([nH]c3ccccc32)c(=O)n1C (configuration not stated) | -6% | -11% | 6.9% | 3% | 1%

The order is random. Share with any hit: about 1.5%.
